Compound activity deposited in PubChem by Sanford-Burnham Center for Chemical Genomics.
tim10-1 inh = inhibits growth of tim10-1 mutant yeast; S. cerevisiae tim10-1 ts strain growth, BacTiter-Glo, 24 h; inhibition, % at 20 µM; actives 2.2% (n = 330,000);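 active = inhibition of at least 40%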;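 note: mutant grown at 25 °C; 0% = DMSO wells with yeast and 100% = wells holding no yeast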
mIAP block = mouse IAP inhibition; inhibition, % at 10 µM; AID 2806; purified mouse IAP, CDP-Star luminescence, 30 min; actives 0.2% (n = 330,000);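 active = inhibition of at least 40% at 10 µM in the primary screen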;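 note: plate controls were DMSO with enzyme for no effect and no enzyme wells for full effect; values of inactives mirror those of a sister screen read the other way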
ATG4B inhibitor = inhibitors of human ATG4B cysteine protease; actives 0.51% (n = 340,000); inhibition, % at 8.33 µM; AID 504462; ATG4B cleavage of LC3-PLA2, NBD-HPC fluorescence, 1 h; Q9Y4P1; in the data active = inhibition above about 40%
Target sequence (Q9Y4P1 whole entry, looked up): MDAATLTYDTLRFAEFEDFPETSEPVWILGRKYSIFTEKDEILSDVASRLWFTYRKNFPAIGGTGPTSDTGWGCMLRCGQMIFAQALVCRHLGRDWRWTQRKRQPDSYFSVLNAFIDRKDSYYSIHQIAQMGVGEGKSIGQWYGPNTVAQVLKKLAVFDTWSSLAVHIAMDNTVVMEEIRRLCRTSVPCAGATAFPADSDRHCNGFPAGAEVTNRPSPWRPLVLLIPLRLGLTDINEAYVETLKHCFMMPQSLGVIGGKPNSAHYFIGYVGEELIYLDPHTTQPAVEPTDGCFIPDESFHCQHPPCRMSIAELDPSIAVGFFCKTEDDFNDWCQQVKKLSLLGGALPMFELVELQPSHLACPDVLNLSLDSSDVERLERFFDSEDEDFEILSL
hIAP activ = human IAP activation | purified human IAP, CDP-Star luminescence, 30 min; stronger effect = higher value; 1 = vehicle-only enzyme, 0 = enzyme-free background | actives 0.16% (n = 330,000) | activation factor at 10 µM | AID 2524 | P09923;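 active = activation factor of the enzyme at least 2-fold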; note: the source names both 10 and 20 µM as test concentration; values of inactives mirror those of a sister screen read the other way
Target sequence (P09923 whole entry, looked up): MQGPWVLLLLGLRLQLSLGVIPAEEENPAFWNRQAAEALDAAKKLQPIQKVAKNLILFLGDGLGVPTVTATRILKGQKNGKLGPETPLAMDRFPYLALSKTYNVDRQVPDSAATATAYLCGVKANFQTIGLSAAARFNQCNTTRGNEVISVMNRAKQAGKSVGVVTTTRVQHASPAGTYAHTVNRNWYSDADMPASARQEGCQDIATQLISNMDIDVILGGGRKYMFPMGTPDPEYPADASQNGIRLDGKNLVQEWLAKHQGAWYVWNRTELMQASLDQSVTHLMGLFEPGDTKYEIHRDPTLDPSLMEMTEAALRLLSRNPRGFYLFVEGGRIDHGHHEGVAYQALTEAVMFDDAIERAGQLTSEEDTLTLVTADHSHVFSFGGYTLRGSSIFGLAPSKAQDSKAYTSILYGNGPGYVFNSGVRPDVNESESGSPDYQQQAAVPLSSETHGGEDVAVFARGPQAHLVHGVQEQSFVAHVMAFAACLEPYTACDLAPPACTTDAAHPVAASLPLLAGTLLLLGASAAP
hIAP block = blocks human intestinal alkaline phosphatase; P09923; purified IAP, CDP-Star luminescence, 30 min; inhibition, % at 10 µM; actives 0.12% (n = 330,000); AID 2544;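 active = inhibition reaching a set limit with compound at 10 µM in the primary screen, cut at about 35% in these data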;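 note: plate controls were DMSO wells with enzyme for no effect and no-enzyme buffer wells for full effect; values of inactives mirror those of a sister screen read the other way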
NLRP3 yeast inh = NALP3 inhibition in yeast; AID 2825; inhibition, % at 10 µM; Yeast reconstituted NLRP3/ASC/caspase-1, beta-gal luminescence, 24 h; actives 0.39% (n = 330,000);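 active = inhibition of 50% or more; inactive = inhibition below 50%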;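 note: plate controls were induced DMSO wells for no effect and uninduced yeast grown without galactose for full effect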
TIM10 inh = inhibits growth of TIM10 yeast strain. S. cerevisiae TIM10 strain growth, BacTiter-Glo luminescence, 24 h. inhibition, % at 10 µM. actives 1.4% (n = 330,000);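 active = inhibition of 40% or more at the single tested concentration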;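 note: wild-type TIM10 isogenic control strain grown at permissive 25 °C; 0% = DMSO yeast wells and 100% = minimal medium wells without yeast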
Apaf-1 inh = blocks human Apaf-1 apoptosome activity. O14727. reconstituted apoptosome caspase-3 activity, DEVD-Rh110 fluorescence. inhibition, % at 20 µM. actives 0.71% (n = 330,000). AID 489030; active = inhibition of at least 40% at 20 µM;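 note: plate controls were DMSO wells for no effect and DEVD-CHO caspase inhibitor wells for full effect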
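detection = Rh110 fluorescence intensity | test system = biochemical Apaf-1 apoptosome reconstitution | also added = cytochrome c and DEVD-Rh110 substrate | schedule = 30 min plus 50 min, RT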
mIAP act = increases mouse intestinal alkaline phosphatase activity. muIAP, CDP-Star luminescence, 30 min; stronger effect = higher value; 1 = vehicle-only enzyme signal, 0 = enzyme-free wells. activation factor at 10 µM. actives 0.24% (n = 330,000). AID 2805;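 active = activation factor of at least 2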; note: the source names both 10 and 20 µM as test concentration; values of inactives mirror those of a sister screen read the other way
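Assay system: mouse IAP enzyme / Compound: DMSO-dissolved test compounds / Timing: 30 min, room temperature / Measured by: luminescence from enzymatic CDP-Star hydrolysis / Control set: DMSO-only wells, enzyme-free buffer wells as negative control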
The depositor's hits bear a star; nt = no result given.

The line under a structure holds: tim10-1 inh	mIAP block	ATG4B inhibitor	hIAP activ	hIAP block	NLRP3 yeast inh	TIM10 inh	Apaf-1 inh	mIAP act
- O=C(Nc1ccc(S(=O)(=O)N2CCCC2)cc1)C1CC(=O)N(c2ccccc2)C1 (centres undefined)
 : 0	-1	-8	1	-4	13	-6	5	1
- COCCn1c(=O)c2c(nc3n2CCCN3Cc2ccccc2)n(C)c1=O
 : 8	6	6	1	-1	21	0	-4	0.94
- COc1ccc(-c2noc(C3CCCN(C(=O)c4c(F)cccc4F)C3)n2)cc1OC (centres undefined)
 : 6	6	3	1.2	-22	6	-5	4	0.94
- N#C/C(=C(/O)COC(=O)Cc1c[nH]c2ccccc12)c1nc2ccccc2[nH]1
 : 8	6	3	1.1	-7	3	2	6	0.94
- Cc1cc2c(cc1S(=O)(=O)N1CCN(c3cccc(C(F)(F)F)c3)CC1)OCC(=O)N2
 : 2	1	1	1.1	-7	2	1	11	0.99
- CCC(C)NC(=O)Nc1ccc2c(c1)N(C)C(=O)c1ccccc1S2 (centres undefined)
 : 14	-240	2	1.1	-6	-2	-3	-6	3.4*
- O=C(N/N=C/c1cn(-c2ccccc2)nc1-c1cccs1)c1ccc(Cl)cc1
 : -11	13	-10	0.97	3	22	34	-12	0.87
- CC1CC(C)CN(c2ccc(-n3cnnn3)cc2[N+](=O)[O-])C1 (centres undefined)
 : 17	12	-7	1.1	-6	20	-2	16	0.88
- O=C(NCc1ccccc1)c1cccc(COc2ccc(Cl)cc2)c1
 : 20	-30	11	1.1	-8	25	34	25	1.3
- Cc1ccc(C(=O)N/N=C/c2nc3ccccc3n2C)cc1
 : 28	3	-29	1	0	14	6	8	0.97
- COC(=O)COc1cc(OCC(=O)OC)c2c(-c3ccccc3)cc(=O)oc2c1
 : -5	12	-5	0.98	2	21	-9	-2	0.88
- Cc1ccc(Sc2ccc([N+](=O)[O-])cc2[N+](=O)[O-])nc1
 : 40*	-12	-2	0.79	21	26	26	17	1.1
- CCCOc1cccc(C(=O)N(Cc2ccco2)C2CCS(=O)(=O)C2)c1 (centres undefined)
 : 12	3	-5	1.1	-9	-2	8	-2	0.97
- CCOc1cc(C(=O)Nc2cccc3ncccc23)cc(OCC)c1OCC
 : 8	2	2	0.89	11	11	6	-8	0.98
- CC1(C)Cc2c(C#N)c(N3CCN(C(=O)c4ccco4)CC3)nc(Cc3ccccc3)c2CO1
 : 28	-6	2	1	-4	16	42*	33	1.1

Remaining list, next part
The line under a structure holds: tim10-1 inh	mIAP block	ATG4B inhibitor	hIAP activ	hIAP block	NLRP3 yeast inh	TIM10 inh	Apaf-1 inh	mIAP act
- CC1CCCN(S(=O)(=O)c2ccc(NC(=O)Cn3nnc(-c4ccccc4F)n3)cc2)C1 (centres undefined)
 : 6	-2	-3	0.97	3	14	4	-6	1
- O=C(CSc1nc2scc(-c3ccccc3)c2c(=O)[nH]1)Nc1ccccc1
 : -7	8	12	1.2	-21	16	7	13	0.92
- CC(C)(C)n1nc2c(c1NC(=O)c1ccc(S(=O)(=O)N3CCCCC3)cc1)CS(=O)C2 (centres undefined)
 : 3	-3	-7	0.97	3	8	9	-4	1
- CCOC(=O)c1sc(=S)n(-c2ccc(OC)cc2)c1N
 : 26	4	-8	0.89	11	-4	4	9	0.95
- CC(OC(=O)c1cnccn1)C(=O)c1ccccc1 (centres undefined)
 : -10	4	3	1.2	-21	14	6	1	0.96
- O=C1NC(=O)C2(CCC(C(=O)O)C2)N1 (centres undefined)
 : -1	0	-4	0.99	1	-1	-3	-20	1
- CCc1cccc(NC(=O)C2CCCN(c3ncnc4c3nc3n4CCCCC3)C2)c1 (centres undefined)
 : 40*	-29	9	1.4	-42	24	6	22	1.3
- O=C(O)C1CC(=O)N(c2ccc(OCc3c(F)cccc3Cl)cc2)C1 (centres undefined)
 : 4	-2	-1	1.2	-16	14	6	7	1
- COc1cccc(CN(C)C(=O)c2ccccc2Sc2ccccc2C#N)c1
 : 17	2	-9	0.9	10	-6	8	27	0.98
- COc1ccc(CC(=O)NCCc2ccc(S(N)(=O)=O)cc2)cc1
 : 13	-11	0	1.1	-6	7	-2	10	1.1
- Cc1ccc(CNC(=S)Nc2cc(C)ccc2OC(F)F)cc1
 : 16	-45	30	0.98	2	25	21	2	1.5
- CC1CCC2(CC1)NC(=O)N(CC(=O)Nc1ccc(N3CCOCC3)cc1)C2=O (centres undefined)
 : 6	1	-12	0.92	8	1	-1	-1	0.99
- CC(C)(C)NS(=O)(=O)c1ccc(N2C(=O)c3ccccc3C2=O)cc1
 : 38	-11	-10	1.1	-11	4	-6	3	1.1
- COc1ccc(OCC(=O)Nc2ccc(N3CCC(C)CC3)cc2)cc1
 : 12	-9	-9	1.2	-19	24	-2	-4	1.1
- CCOc1ccc(C2/C(=C(/O)c3ccc4c(c3)CC(C)O4)C(=O)C(=O)N2CCCn2ccnc2)cc1 (centres undefined)
 : -4	-2	5	1.2	-16	16	11	16	1

Given with tabs: part of the list above
SMILES	tim10-1 inh	mIAP block	ATG4B inhibitor	hIAP activ	hIAP block	NLRP3 yeast inh	TIM10 inh	Apaf-1 inh	mIAP act
Cc1ccc(C(=O)N/N=C/c2nc3ccccc3n2C)cc1	28	3	-29	1	0	14	6	8	0.97
COCCn1c(=O)c2c(nc3n2CCCN3Cc2ccccc2)n(C)c1=O	8	6	6	1	-1	21	0	-4	0.94
Cc1cc2c(cc1S(=O)(=O)N1CCN(c3cccc(C(F)(F)F)c3)CC1)OCC(=O)N2	2	1	1	1.1	-7	2	1	11	0.99

The list continues:
The line under a structure holds: tim10-1 inh	mIAP block	ATG4B inhibitor	hIAP activ	hIAP block	NLRP3 yeast inh	TIM10 inh	Apaf-1 inh	mIAP act
- COc1ccccc1-n1c(SCC(=O)O)nc2c(sc(=S)n2-c2ccccc2C)c1=O
 : 6	1	1	1.1	-12	10	2	2	0.99
- COc1cccc(NC(=S)N2CCCC2c2ccc(OC)c(OC)c2)c1 (centres undefined)
 : -3	-4	29	0.99	1	20	19	-1	1
- CCN1C(=O)/C(=C/C=C2/CCCN2C)OC1=S
 : -1	25	0	1.2	-20	27	-5	6	0.75
- O=C(CCNC(=O)c1ccccc1Cl)NCc1cccnc1
 : 1	2	7	0.99	0	8	5	-1	0.98
- O=Cc1nc(-c2ccccc2Cl)n2ccccc12
 : 16	4	-1	1	-3	4	15	-18	0.95
- COc1ccc(N(CC(=O)NC2CCS(=O)(=O)C2)S(=O)(=O)c2ccc(Cl)c(Cl)c2)cc1 (centres undefined)
 : -20	4	-11	1	-5	19	-10	11	0.96
- O=C(N/N=C/c1ccco1)c1cccc(NC(=O)c2ccccc2Cl)c1
 : 20	10	11	0.96	4	5	8	2	0.91
- O=C(O)C1=C[C@@H](c2ccc(Br)cc2)C[C@@H](OCc2ccc(CO)cc2)O1
 : 6	-8	-3	1.1	-10	7	-5	7	1.1
- COC(=O)Nc1ccc(S(=O)(=O)N2CCCCC2C(=O)O)cc1 (centres undefined)
 : -4	-14	0	1.1	-8	10	-21	4	1.1
- C#CCOn1c(-n2nc(C)cc2C)nc2ccccc2c1=O
 : 11	1	-5	1	0	16	2	-3	0.99
- Fc1ccc(NC(=S)NCCc2ccc(Cl)cc2)cc1
 : 14	-42	-1	1.1	-13	19	34	8	1.4
- COc1ccc(CNC(=O)C2=C(C)C(=O)OC23CCC(C)CC3)cc1 (centres undefined)
 : 9	0	-4	0.86	14	12	-5	4	1
- Cc1ccc(C(=O)N2CCCC(CCC(=O)N3CCN(c4ccccn4)CC3)C2)s1 (centres undefined)
 : 10	-3	0	0.96	4	4	-1	-3	1
- O=C(O)c1ccc(-c2ccccc2)[nH]1
 : 11	1	-8	1	-4	-4	6	-1	0.99
- COc1ccc2c(c1)C1=C(CC2)C(c2ccc(C)cc2)NC(=S)N1 (centres undefined)
 : 17	-6	3	1.1	-11	33	25	8	1.1

Continuation.
The line under a structure holds: tim10-1 inh	mIAP block	ATG4B inhibitor	hIAP activ	hIAP block	NLRP3 yeast inh	TIM10 inh	Apaf-1 inh	mIAP act
- O=Nc1c2ccc[nH]c-2c2ccc([N+](=O)[O-])cc12
 : 10	6	-4	0.93	7	-4	14	-14	0.94
- O=C(Oc1ccc(N(Cc2cccs2)C2=NS(=O)(=O)c3ccccc32)cc1)c1ccccc1
 : 11	12	-2	0.81	19	6	-4	8	0.88
- Cc1ccc2cc(C#N)c(SCC(=O)Nc3ccc4sc(C)nc4c3)nc2c1
 : -4	2	nt	1	0	-4	-3	22	0.98
- O=C(C[n+]1cccc(NC(=O)c2ccccc2)c1)c1ccccc1
 : 0	-17	-3	1.1	-8	-1	-13	-1	1.2
- N/C(=N\OC(=O)Nc1ccc(Cl)cc1)c1ncc(C(F)(F)F)cc1Cl
 : 53*	-18	5	0.91	9	3	69*	3	1.2
- CC(=O)NCCNS(=O)(=O)c1ccc(C)c([N+](=O)[O-])c1
 : 0	-9	-10	0.94	6	-3	-4	-5	1.1
- S=c1nc(C2COc3ccccc3O2)[nH][nH]1 (centres undefined)
 : 6	13	0	0.93	7	23	-7	-2	0.87
- CC(=O)N1CCN(C(=S)NC(=O)c2ccc(S(=O)(=O)N3CCOCC3)cc2)CC1
 : -8	-5	6	0.94	6	8	3	-1	1
- Cc1ccc2c(c1)[C@@H]1CN(C)CC[C@@H]1N2S(=O)(=O)c1ccc(F)cc1
 : -3	3	-1	0.87	13	12	-2	0	0.97
- Cc1ccc(S(=O)(=O)Oc2ccccc2/C=N/N=C(N)N)cc1
 : 5	5	4	0.84	16	-3	4	-11	0.95
- COc1cc(OC)cc(C(=O)N[C@H](C(=O)Nc2nc3ccc(S(C)(=O)=O)cc3s2)C(C)C)c1
 : 17	1	1	1.1	-10	17	5	-8	0.99
- O=C(Nc1ccc(F)cc1)c1nc[nH]c1C(=O)Nc1ccc([N+](=O)[O-])cc1
 : 24	1	-7	1.6	-61	18	2	-7	0.99
- CSCC(CO)NS(=O)(=O)c1ccc(C)cc1 (centres undefined)
 : 2	-1	-4	1	0	-10	-21	-9	1
- CCc1nnc(NC(=O)CSc2nc(-c3ccc(OC)cc3)ns2)s1
 : 10	1	-3	0.91	9	8	-13	-5	0.99
